Compound activity (PubChem BioAssay)
GPR55 antagonists: GPR55 antagonists blocking LPI-driven arrestin recruitment, primary screen, imaging, U2OS, beta-arrestin-GFP, LPI agonist (AID 2013); 290,000 compounds, 0.13% hits; G-protein coupled receptor 55 (Homo sapiens); one-dose inhibition, % at 10 µM; IC50 in µM for titrated hits; U2OS GPR55 beta-arrestin-GFP translocation imaging, LPI antagonism; higher % means a stronger effect;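 active = spots per cell inhibited over 60%, with over 100 cells counted and total cytoplasm intensity under 500,000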;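 also: U2OS cells stably carrying GPR55 and arrestin-GFP stimulated by 5 µM LPI near EC80; imaged beta-arrestin-GFP aggregate spots per cell after agonist stimulation; plate controls were LPI-stimulated DMSO wells for no effect and DMSO wells without LPI for full effect; some results filed as inactive read as strong as hits; confirmed hits need IC50 under 10 µM and bright autofluorescent wells are also inconclusive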
GPR35 antagonists: GPR35 antagonists blocking zaprinast-driven arrestin recruitment, primary screen, imaging, U2OS, beta-arrestin-GFP, zaprinast agonist (AID 2058); one-dose inhibition, % at 10 µM; IC50 in µM for titrated hits; 290,000 compounds, 0.052% hits; U2OS GPR35 beta-arrestin-GFP translocation imaging, zaprinast antagonism; higher % means a stronger effect;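 active = inhibition of at least 50% with at least 30 cells and total cytoplasm GFP at most 10,000,000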
NOD1 NF-kB reporter: NOD1 signaling inhibitors, primary screen, cell-based, luminescence, uHTS (AID 1578); NOD1-driven NF-kB luciferase reporter cells, luminescence; higher % means a stronger effect; inhibition, % at 4 µM; hits with a dose series show EC50 in µM; 290,000 compounds, 1% hits; in the data active = inhibition mostly above about 36%, no sharp cut-off; inactive = mostly below about 34%;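 also: HEK-293T reporter cells stimulated with the NOD1 agonist gamma-tri-DAP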
KOR beta-arrestin-1: KOR antagonists, beta-arrestin recruitment, cell-based, luminescence, uHTS (AID 1778) | Kappa-type opioid receptor (Homo sapiens) | KOR beta-arrestin recruitment, luminescence, antagonist mode; higher % means a stronger effect | inhibition, % at 10 µM; hits with a dose series show IC50 in µM | 290,000 compounds, 0.091% hits; in the data active = inhibition above about 50%; also: strong numbers were not always called active
KOR beta-arrestin-2: KOR agonists, beta-arrestin recruitment, primary screen, cell-based, luminescence, uHTS (AID 1777). Kappa-type opioid receptor (Homo sapiens). KOR beta-arrestin recruitment, luminescence; higher % means a stronger effect. one-dose activation, % at 10 µM; EC50 in µM for titrated hits. 280,000 compounds, 0.02% hits; in the data active = activation above about 50%, passing the limit was not always enough; also: a part of the inactive calls stands beside numbers as strong as those of hits
HIV fusion peptide: inhibitors of HIV fusion peptide binding, primary screen, biochemical, uHTS, fluorescence dequenching (AID 1986); inhibition, % at 20 µM; hits with a dose series show IC50 in µM; 290,000 compounds, 0.3% hits; cell-free peptide binding, fluorescence dequenching, 30 min; higher % means a stronger effect; in the data active = inhibition mostly above about 52%, no sharp cut-off; inactive = mostly below about 76%; also: some results filed as inactive read as strong as hits
Dengue-2 NS5 capping: Dengue-2 NS5 methyltransferase inhibitors, primary screen, biochemical, confirmation dose response (AID 588689); Dengue-2 NS5 methyltransferase capping enzyme assay, biochemical; higher % means a stronger effect; inhibition, % at 25 µM, or IC50 in µM where a hit was titrated; 340,000 compounds, 0.3% hits; in the data active = a potency from the dose series
GPR55 beta-arrestin: GPR55 agonists via beta-arrestin recruitment, primary screen, imaging, U2OS cells, beta-arrestin-GFP redistribution (AID 1961) | 290,000 compounds, 0.048% hits | one-dose activation, % at 10 µM; EC50 in µM for titrated hits | G-protein coupled receptor 55 (Homo sapiens) | U2OS GPR55 beta-arrestin-GFP redistribution imaging; higher % means a stronger effect;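 active = activation above 40% with more than 50 cells counted in the well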;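 also: U2OS osteosarcoma cells stably expressing GPR55 and beta-arrestin-GFP; plate controls were DMSO negative control for no effect and LPI positive control for full effect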
West Nile virus CPE: West Nile virus antiviral activity, cell-based, CPE readout (AID 1621); CPE inhibition, % at 10 µM; hits with a dose series show IC50 in µM; 290,000 compounds, 0.02% hits; West Nile virus-infected cells, CPE inhibition; higher % means a stronger effect; in the data active = a potency from the dose series; also: strong numbers were not always called active
Dengue-2 NS5 capping pilot replicate: second read-out of Dengue-2 NS5 capping, no call of its own (marks repeat the call); inhibition, %; measured here: pilot screen replicate inhibition
An asterisk follows results filed as active; [ ] = another dose, or the depositor's remark.

How did CCN(CC)S(=O)(=O)c1cccc(-c2nnc(SCC(N)=O)n2CCc2ccccc2)c1 do in these assays?
GPR55 antagonists: -9.8%; GPR35 antagonists: -20.1%; NOD1 NF-kB reporter: -32.5%; KOR beta-arrestin-1: 35.8%; KOR beta-arrestin-2: 0.0%; HIV fusion peptide: -0.2%; Dengue-2 NS5 capping: 12.4%; GPR55 beta-arrestin: 0.2%; West Nile virus CPE: -0.1%

Results for CCCCn1c(N)c(N(CCC(C)C)C(=O)c2ccc([N+](=O)[O-])o2)c(=O)[nH]c1=O ?
GPR55 antagonists: 1.7%; GPR35 antagonists: -20.5%; NOD1 NF-kB reporter: -13.5%; KOR beta-arrestin-1: -10.9%; KOR beta-arrestin-2: 1.7%; HIV fusion peptide: 5.0%; Dengue-2 NS5 capping: -3.9%; GPR55 beta-arrestin: -0.1%; West Nile virus CPE: -0.5%

What do the screens show for `CCc1nc(N2CCOCC2)c(C#N)c2c1CCCC2`?
GPR55 antagonists: 5.8%; GPR35 antagonists: -20.2%; NOD1 NF-kB reporter: -0.2%; KOR beta-arrestin-1: -1.7%; KOR beta-arrestin-2: -4.9%; HIV fusion peptide: -0.5%; Dengue-2 NS5 capping: 7.9%; GPR55 beta-arrestin: 0.5%

Results for O=c1c2c3c(sc2nc2sc(CN4CCOCC4)cn12)CCCC3 ?
GPR55 antagonists: -8.8%; GPR35 antagonists: -0.5%; NOD1 NF-kB reporter: -14.7%; KOR beta-arrestin-1: -31.5%; KOR beta-arrestin-2: 2.8%; HIV fusion peptide: 0.1%; Dengue-2 NS5 capping: -4.2%; GPR55 beta-arrestin: -0.1%; West Nile virus CPE: -0.5%

What do the screens show for `COc1ccc(-c2cc(C(F)(F)F)nc(SCC(=O)Nc3cc(C)on3)n2)cc1OC`?
GPR55 antagonists: 2.6%; GPR35 antagonists: -1.9%; NOD1 NF-kB reporter: -14.1%; KOR beta-arrestin-1: -28.6%; KOR beta-arrestin-2: 5.9%; HIV fusion peptide: -2.0%; Dengue-2 NS5 capping: 8.6%; GPR55 beta-arrestin: -0.3%; West Nile virus CPE: -0.2%

How did CCN1CCN(C(=O)CN(c2cccc(Br)c2)S(=O)(=O)c2ccccc2)CC1 do in these assays?
GPR55 antagonists: -1.0%; GPR35 antagonists: 6.4%; NOD1 NF-kB reporter: -12.6%; KOR beta-arrestin-1: 3.5%; KOR beta-arrestin-2: 0.3%; HIV fusion peptide: -1.5%; Dengue-2 NS5 capping: -4.4%; GPR55 beta-arrestin: 0.8%; West Nile virus CPE: -0.9%

How did Cc1cccc(C(=O)N2CCC(c3nc4ccccc4s3)CC2)c1 do in these assays?
GPR55 antagonists: 4.5%; GPR35 antagonists: -12.6%; NOD1 NF-kB reporter: -29.6%; KOR beta-arrestin-1: 1.6%; KOR beta-arrestin-2: 2.5%; HIV fusion peptide: 1.0%; Dengue-2 NS5 capping: -9.5%; GPR55 beta-arrestin: 0.3%; West Nile virus CPE: -1.1%

Results for O=C(c1cccc(C(F)(F)F)c1)C1CCCN(Cc2ccc(OCCO)cc2)C1 (stereo unspecified) ?
GPR55 antagonists: 17.0%; GPR35 antagonists: 9.5%; NOD1 NF-kB reporter: -17.5%; KOR beta-arrestin-1: -24.2%[20 µM]; HIV fusion peptide: -1.6%; Dengue-2 NS5 capping: -0.7%; GPR55 beta-arrestin: -0.1%; West Nile virus CPE: -0.6%

Results for O=C(NN=C1CCCC1)C1COc2ccccc2O1 (stereo unspecified) ?
GPR55 antagonists: -0.1%; GPR35 antagonists: -2.0%; NOD1 NF-kB reporter: -30.1%; KOR beta-arrestin-1: -5.4%; KOR beta-arrestin-2: -7.8%; HIV fusion peptide: 0.0%; Dengue-2 NS5 capping: 3.6%; GPR55 beta-arrestin: 0.1%; West Nile virus CPE: 0.0%

How did COc1ccccc1CCC(=O)N(C)C1CCCN(Cc2ccccc2F)C1 (stereo unspecified) do in these assays?
GPR55 antagonists: 2.1%; GPR35 antagonists: 16.1%; NOD1 NF-kB reporter: -5.8%; KOR beta-arrestin-1: -27.7%[20 µM]; KOR beta-arrestin-2: 0.4%; HIV fusion peptide: -1.5%; Dengue-2 NS5 capping: -4.3%; GPR55 beta-arrestin: -0.3%; West Nile virus CPE: -1.1%

How did C=C[C@@](C)(O)CC[C@@H]1[C@@]2(C)CCCC(C)(C)[C@@H]2CC[C@@]1(C)O do in these assays?
GPR55 antagonists: 30.9%; GPR35 antagonists: 39.6%; NOD1 NF-kB reporter: -3.0%; KOR beta-arrestin-1: 8.7%; KOR beta-arrestin-2: -2.0%; HIV fusion peptide: 0.2%; Dengue-2 NS5 capping: -5.8%; GPR55 beta-arrestin: -0.2%; West Nile virus CPE: -0.6%

How did COc1ccc(C(=O)NCC(=O)NCC(=O)OCC(=O)c2cccs2)cc1 do in these assays?
GPR55 antagonists: 12.2%; GPR35 antagonists: 12.6%; NOD1 NF-kB reporter: 1.3%; KOR beta-arrestin-1: -30.6%; KOR beta-arrestin-2: -0.9%; HIV fusion peptide: -1.3%; Dengue-2 NS5 capping: -1.9%; GPR55 beta-arrestin: 0.0%; West Nile virus CPE: -0.2%

What do the screens show for `CCOc1ccc(/C(O)=C2/C(=O)C(=O)N(c3ncccn3)C2c2ccc(Cl)cc2)cc1` (stereo unspecified)?
GPR55 antagonists: -12.9%; GPR35 antagonists: -2.2%; NOD1 NF-kB reporter: -1.0%; KOR beta-arrestin-1: 6.4%; KOR beta-arrestin-2: 2.3%; HIV fusion peptide: 4.4%; GPR55 beta-arrestin: -0.2%; West Nile virus CPE: 0.7%

Results for CC1(C)CC(=O)C2=C(C1)OC(N)=C(C#N)C2c1cn(-c2ccccc2)nc1-c1ccccc1 (stereo unspecified) ?
GPR55 antagonists: 12.6%; GPR35 antagonists: 14.0%; NOD1 NF-kB reporter: -0.5%; KOR beta-arrestin-1: -10.1%; KOR beta-arrestin-2: 2.1%; HIV fusion peptide: 4.6%; Dengue-2 NS5 capping: -6.4%; GPR55 beta-arrestin: -0.1%; West Nile virus CPE: -1.2%

Results for CCOc1ccc(C(=O)CC(Sc2ccc(C)cc2)C(=O)O)cc1 (stereo unspecified) ?
GPR55 antagonists: 1.3%; GPR35 antagonists: 7.0%; NOD1 NF-kB reporter: -5.0%; KOR beta-arrestin-1: -18.3%[20 µM]; KOR beta-arrestin-2: -1.3%; HIV fusion peptide: 2.7%; Dengue-2 NS5 capping: -3.0%; GPR55 beta-arrestin: -0.1%; West Nile virus CPE: -0.6%

Results for Cc1ccc(C(=O)Nc2ccc3c(c2)OCO3)cc1S(=O)(=O)N1CCOCC1 ?
GPR55 antagonists: 8.3%; GPR35 antagonists: -11.0%; NOD1 NF-kB reporter: -17.8%; KOR beta-arrestin-1: -2.5%; KOR beta-arrestin-2: 0.2%; HIV fusion peptide: 0.6%; Dengue-2 NS5 capping: 1.6%; GPR55 beta-arrestin: 0.9%; West Nile virus CPE: -0.4%

Results for CN(Cc1ccccc1)S(=O)(=O)c1ccc2[nH]c(=O)ccc2c1 ?
GPR55 antagonists: -5.2%; GPR35 antagonists: 4.0%; NOD1 NF-kB reporter: -6.1%; KOR beta-arrestin-1: 18.1%[20 µM]; KOR beta-arrestin-2: -4.8%; HIV fusion peptide: 6.0%; Dengue-2 NS5 capping: -2.1%; GPR55 beta-arrestin: 0.9%; West Nile virus CPE: -0.1%

Results for Cc1cc(C)c2[nH]c(=O)c(C(c3nnnn3C(C)(C)C)N(Cc3ccco3)CC3CCCO3)cc2c1 (stereo unspecified) ?
GPR55 antagonists: -18.0%; GPR35 antagonists: -5.3%; NOD1 NF-kB reporter: 15.7%; KOR beta-arrestin-1: 44.2%; KOR beta-arrestin-2: 4.3%; HIV fusion peptide: 15.2%; Dengue-2 NS5 capping: 8.0%; GPR55 beta-arrestin: -0.2%; West Nile virus CPE: 0.6%

Results for O=C(Nc1ccc(Cl)cc1[N+](=O)[O-])c1ccc2c(c1)OCCO2 ?
GPR55 antagonists: 13.7%; GPR35 antagonists: 4.6%; NOD1 NF-kB reporter: -116.7%; KOR beta-arrestin-1: -41.8%; KOR beta-arrestin-2: 9.6%; HIV fusion peptide: 1.4%; Dengue-2 NS5 capping: -9.1%; GPR55 beta-arrestin: 0.2%; West Nile virus CPE: -0.8%

Results for O=C(CN1CCCC1)Nc1nc(-c2ccc3c(c2)CCN3C(=O)c2ccccc2F)cs1 ?
GPR55 antagonists: -1.2%; GPR35 antagonists: 13.6%; NOD1 NF-kB reporter: 39.5%; KOR beta-arrestin-1: 13.6%; KOR beta-arrestin-2: 0.8%; HIV fusion peptide: -0.5%; Dengue-2 NS5 capping: 13.4%; GPR55 beta-arrestin: -0.2%; West Nile virus CPE: 0.9%

How did CC(C)C12CN3CC(C(C)C)(CN(C1)C3c1ccc3c(c1)OCO3)C2=O (stereo unspecified) do in these assays?
GPR55 antagonists: 14.2%; GPR35 antagonists: 11.7%; NOD1 NF-kB reporter: -2.4%; KOR beta-arrestin-1: 24.6%; KOR beta-arrestin-2: 0.9%; HIV fusion peptide: -3.4%; Dengue-2 NS5 capping: -1.4%; GPR55 beta-arrestin: -0.1%; West Nile virus CPE: -1.0%

Results for COc1cccc(Oc2cc(NN3CCCCC3)c([N+](=O)[O-])cc2[N+](=O)[O-])c1OC ?
GPR55 antagonists: 3.6%; GPR35 antagonists: 8.3%; NOD1 NF-kB reporter: 12.8%; KOR beta-arrestin-1: -47.8%[20 µM]; KOR beta-arrestin-2: -4.1%; HIV fusion peptide: 10.2%; Dengue-2 NS5 capping: 1.6%; GPR55 beta-arrestin: -0.1%; West Nile virus CPE: -0.5%

Results for CCCN1CCN(C(=O)C2CCN(S(=O)(=O)c3c(C)noc3/C=C/c3ccc(C)cc3)CC2)CC1 ?
GPR55 antagonists: -8.1%; GPR35 antagonists: 3.4%; NOD1 NF-kB reporter: 1.6%; KOR beta-arrestin-1: -29.3%; KOR beta-arrestin-2: 1.7%; HIV fusion peptide: -1.0%; Dengue-2 NS5 capping: -2.6%; GPR55 beta-arrestin: 0.0%; West Nile virus CPE: 1.1%

What do the screens show for `CN(C(=O)c1ccco1)c1nc(-c2ccc(Cl)cc2)cs1`?
GPR55 antagonists: 1.0%; GPR35 antagonists: 18.7%; NOD1 NF-kB reporter: -35.2%; KOR beta-arrestin-1: -49.0%[20 µM]; KOR beta-arrestin-2: 4.1%; HIV fusion peptide: 1.8%; Dengue-2 NS5 capping: -3.3%; GPR55 beta-arrestin: -0.1%; West Nile virus CPE: -1.5%; Dengue-2 NS5 capping pilot replicate: 4.0

Not all compounds are listed; count on the stated rates, not on these rows.
